Compound activity (PubChem BioAssay)
VHR inh abs – VHR1 phosphatase inhibitors, primary screen, biochemical, absorbance, uHTS; inhibition, % at 13.3 µM; Dual specificity protein phosphatase 3 (Homo sapiens), P51452; recombinant VHR phosphatase, pNPP absorbance; AID 1654, 2009; 290,000 compounds, 0.52% hits; in the data active = inhibition above about 50%; note: some compounds called inactive have numbers as strong as hits
MazEF act – activators of E. coli MazEF toxin-antitoxin RNase, primary screen, biochemical, fluorescence, uHTS; Endoribonuclease toxin MazF (Escherichia coli (strain K12)), P0AE70; FAM/BHQ RNA-DNA oligo cleavage fluorescence, 5 h; activation, % at 20 µM; 350,000 compounds, 0.32% hits; AID 504720, 2011; in the data active = activation above about 50%
PriA SSB inh – inhibitors of Klebsiella pneumoniae PriA binding to SSB C-terminal tail, primary screen, biochemical, AlphaScreen; PriA–SSB C-terminal tail interaction (Klebsiella pneumoniae); AlphaScreen SSBct-PriA binding, biotinylated peptide; inhibition, % at 33 µM; 430,000 compounds, 0.6% hits; in the data active = inhibition mostly above about 37%, no sharp cut-off; inactive = mostly below about 20%;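 note: plate controls were negative control peptide for no effect and reference peptide for full effect; strong numbers were not always called active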
Vc quorum ag – inducers of Vibrio cholerae quorum light production without autoinducers, primary screen, BH1578 luxS cqsA deficient, single point; V. cholerae BH1578 lux reporter, luminescence, 6 h; activation, % at 18.7 µM; 350,000 compounds, 0.16% hits; AID 588436, 2011; in the data active = activation mostly above about 9.7%, no sharp cut-off; note: not every result past the cut was called active; inactives centre near 0; reference of the scale not given here
Y pestis TopoI – Yersinia pestis topoisomerase I inhibitors, primary screen, biochemical, cleavage product accumulation, plate reader, single point; activity, % at 10 µM; Y. pestis Topo-I cleavage product accumulation; DNA topoisomerase I (Yersinia pestis CO92); AID 504884, 2011; 360,000 compounds, 0.064% hits; in the data active = activity above about 50%, passing the limit was not always enough; note: inactives centre near 2
PrPC TRFRET – inhibitors of human cell surface prion protein PrPC, primary screen, cell-based, TR-FRET; TR-FRET read-out; Major prion protein (Homo sapiens), P04156; 370,000 compounds, 0.43% hits; inhibition, % at 13.8 µM; in the data active = inhibition above about 24%; note: 0% = median of the test wells and 100% = reference compound wells
SARS 3CLpro inh – SARS-CoV 3CLpro protease inhibitors, primary screen, biochemical, quenched FRET. recombinant SARS-CoV 3CLpro, quenched FRET peptide cleavage. Replicase polyprotein 1ab (Severe acute respiratory syndrome coronavirus), P0C6X7. 290,000 compounds, 0.14% hits. inhibition, % at 6 µM. AID 1706, 2009; in the data active = inhibition above about 12%
TcdB GH inh – TcdB glycohydrolase inhibitors, primary screen, biochemical, single point, plate reader. inhibition, % at 9.99 µM. TcdB glycohydrolase enzymatic assay. AID 652162, 2013. 350,000 compounds, 0.24% hits. Toxin B (Clostridioides difficile), P18177; in the data active = inhibition above about 10%
Target sequence (P18177 whole entry, looked up): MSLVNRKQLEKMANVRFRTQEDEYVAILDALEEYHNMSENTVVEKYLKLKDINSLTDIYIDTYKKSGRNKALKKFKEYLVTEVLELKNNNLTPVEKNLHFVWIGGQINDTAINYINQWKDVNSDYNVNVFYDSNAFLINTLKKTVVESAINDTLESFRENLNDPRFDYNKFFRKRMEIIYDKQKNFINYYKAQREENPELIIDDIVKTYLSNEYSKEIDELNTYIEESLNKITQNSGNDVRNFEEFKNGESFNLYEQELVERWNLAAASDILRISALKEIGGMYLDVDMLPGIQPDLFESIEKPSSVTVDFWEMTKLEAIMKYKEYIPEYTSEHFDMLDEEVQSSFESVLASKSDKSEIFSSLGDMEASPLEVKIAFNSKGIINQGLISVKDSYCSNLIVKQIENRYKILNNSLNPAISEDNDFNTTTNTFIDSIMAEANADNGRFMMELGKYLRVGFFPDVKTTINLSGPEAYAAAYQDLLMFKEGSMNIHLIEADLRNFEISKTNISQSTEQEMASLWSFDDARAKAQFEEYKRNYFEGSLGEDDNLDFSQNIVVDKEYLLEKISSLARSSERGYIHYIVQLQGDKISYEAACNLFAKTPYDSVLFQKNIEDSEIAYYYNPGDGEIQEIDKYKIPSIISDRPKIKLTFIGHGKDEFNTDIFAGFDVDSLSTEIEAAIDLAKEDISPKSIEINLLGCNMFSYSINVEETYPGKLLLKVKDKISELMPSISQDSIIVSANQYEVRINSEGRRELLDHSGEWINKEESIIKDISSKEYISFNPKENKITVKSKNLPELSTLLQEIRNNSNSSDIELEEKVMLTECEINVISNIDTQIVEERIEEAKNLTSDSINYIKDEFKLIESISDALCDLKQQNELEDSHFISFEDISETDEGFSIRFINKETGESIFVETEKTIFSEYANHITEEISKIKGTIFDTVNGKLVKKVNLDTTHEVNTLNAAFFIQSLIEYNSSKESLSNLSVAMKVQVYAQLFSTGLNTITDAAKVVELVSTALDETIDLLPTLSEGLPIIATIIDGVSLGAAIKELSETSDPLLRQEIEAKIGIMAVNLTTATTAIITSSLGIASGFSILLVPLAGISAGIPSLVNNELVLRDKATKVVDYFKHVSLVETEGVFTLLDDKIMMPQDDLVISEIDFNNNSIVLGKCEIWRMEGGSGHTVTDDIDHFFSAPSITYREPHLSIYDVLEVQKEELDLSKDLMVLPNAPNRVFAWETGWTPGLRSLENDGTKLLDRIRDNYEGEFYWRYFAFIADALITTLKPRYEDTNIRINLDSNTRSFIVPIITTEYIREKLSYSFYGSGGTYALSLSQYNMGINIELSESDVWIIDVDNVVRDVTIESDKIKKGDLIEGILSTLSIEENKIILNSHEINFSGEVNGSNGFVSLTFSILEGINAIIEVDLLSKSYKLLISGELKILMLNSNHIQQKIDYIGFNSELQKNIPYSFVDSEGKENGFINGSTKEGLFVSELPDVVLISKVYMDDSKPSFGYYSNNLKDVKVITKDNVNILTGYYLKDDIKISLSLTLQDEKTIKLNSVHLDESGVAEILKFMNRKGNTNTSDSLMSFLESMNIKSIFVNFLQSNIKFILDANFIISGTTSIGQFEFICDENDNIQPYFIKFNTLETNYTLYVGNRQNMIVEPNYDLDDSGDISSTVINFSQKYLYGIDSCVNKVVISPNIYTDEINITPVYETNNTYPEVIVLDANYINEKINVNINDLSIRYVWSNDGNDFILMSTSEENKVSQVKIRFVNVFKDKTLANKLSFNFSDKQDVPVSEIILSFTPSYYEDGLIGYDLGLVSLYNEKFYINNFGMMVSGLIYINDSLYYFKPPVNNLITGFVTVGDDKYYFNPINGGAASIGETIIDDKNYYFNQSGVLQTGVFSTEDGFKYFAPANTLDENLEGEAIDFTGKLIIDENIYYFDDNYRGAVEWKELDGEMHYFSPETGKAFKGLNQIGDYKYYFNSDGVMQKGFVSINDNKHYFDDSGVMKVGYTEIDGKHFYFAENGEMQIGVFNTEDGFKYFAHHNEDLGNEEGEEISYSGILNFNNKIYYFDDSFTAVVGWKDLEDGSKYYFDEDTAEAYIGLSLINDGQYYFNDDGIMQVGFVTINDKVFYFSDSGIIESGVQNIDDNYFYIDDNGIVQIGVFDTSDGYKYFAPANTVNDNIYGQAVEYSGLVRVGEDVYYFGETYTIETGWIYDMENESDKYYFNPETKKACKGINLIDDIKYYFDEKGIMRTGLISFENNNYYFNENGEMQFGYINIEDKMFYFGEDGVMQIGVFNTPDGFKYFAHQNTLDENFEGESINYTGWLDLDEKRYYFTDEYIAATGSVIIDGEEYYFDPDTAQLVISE
Rv3671c inh – Rv3671c serine protease inhibitors, primary screen, biochemical, fluorescence polarization, M. tuberculosis H37Rv | inhibition, % at 5.96 µM | 320,000 compounds, 0.048% hits | AID 2606, 2010; in the data active = inhibition above about 38%;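 note: extracellular domain of Rv3671c used as enzyme; 0% = enzyme with DMSO and 100% = no enzyme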
CCHF vOTU inh – CCHFV vOTU protease inhibitors, primary screen, biochemical, Pep-AMC substrate, fluorescence; inhibition, % at 11.5 µM; Crimean-Congo hemorrhagic fever virus L polyprotein viral ovarian tumor (vOTU) protease …; 370,000 compounds, 0.55% hits; in the data active = inhibition above about 30%; note: 0% = vehicle wells with enzyme and 100% = no enzyme wells
Starred values were filed as active, the others as inactive; i = inactive; . = not tested or not shown. A portion of the library; count on the stated rates, not on these rows.

SMILES | VHR inh abs | MazEF act | PriA SSB inh | Vc quorum ag | Y pestis TopoI | PrPC TRFRET | SARS 3CLpro inh | TcdB GH inh | Rv3671c inh | CCHF vOTU inh
CC(=O)N1c2ccc(S(=O)(=O)N3CCC(C(=O)NCc4ccc(Cl)cc4)CC3)cc2CC1C (stereo not given) | 12 | 2 | 4 | -0.3 | 31 | 4 | 4 | -3.0 | 6 | 10
COc1ccc(OC)c(S(=O)(=O)N2CCN(C(=O)NC3CCCCC3)CC2)c1 | . | -3 | 0 | i | -5 | -2 | . | 0.9 | 11 | 3
O=c1ccn(-c2cccc(C(F)(F)F)c2)nc1-c1ccn(-c2ccccc2)n1 | 4 | -5 | 0 | i | 20 | -10 | 3 | . | -6 | 2
COc1cc(OC)cc(C(=O)N[C@H](C(=O)NCc2ccccc2)C(C)C)c1 | -24 | -7 | -3 | -0.5 | -6 | 3 | -2 | 1.4 | -7 | 0
CCCCC(=O)Nc1ncc([N+](=O)[O-])s1 | 29 | 7 | -6 | -0.3 | 11 | -25 | 3 | 2.8 | 3 | -5
CCN(CC)S(=O)(=O)c1cccc(S(=O)(=O)c2cccc(S(=O)(=O)N(CC)CC)c2)c1 | 10 | -1 | -22 | i | -2 | 9 | 0 | . | -7 | 2
O=C(NCC1CCCO1)C(c1ccc(F)cc1)N(Cc1ccc2c(c1)OCO2)C(=O)c1ccc(CN2CCOCC2)o1 (stereo not given) | 5 | -9 | -13 | -0.2 | 24 | 6 | 2 | 1.1 | -4 | -5
COc1cccc(CNC(=O)CCC2CCCN(C(=O)CCn3cncn3)C2)c1 (stereo not given) | 10 | 3 | -2 | -5.2 | 1 | 6 | 0 | 0.7 | 4 | -8
CCN(CC)c1ccc(/C=N/NC(=O)OC(C)(C)C)cc1 | 13 | 8 | i | -0.6 | -9 | 5 | -3 | -1.2 | 3 | -3
CCC(=O)N1CCc2cc(S(=O)(=O)CCC(=O)NCCc3ccc(OC)c(OC)c3)ccc21 | -8 | 9 | -3 | -0.4 | 3 | -1 | 3 | . | 0 | 4
O=C(COC(=O)c1cc(=O)[nH]c2ccccc12)Nc1cccc(S(=O)(=O)N2CCOCC2)c1 | 15 | 10 | -12 | -0.4 | 6 | -7 | -8 | 0.6 | -2 | -9
C=CCN1c2ccccc2[C@]23C[C@@H](C(=O)OC)N(C(=O)CC(C)C)C2=NC(C(=O)OC)=C(C(=O)OC)[C@H]13 | 19 | 5 | -5 | i | 24 | 1 | . | -0.5 | 5 | -2
CCCNC(=S)NC1CC2CCCC(C1)N2Cc1ccccc1OC (stereo not given) | . | 9 | . | 4.8 | 4 | -4 | . | 0.7 | . | -5
O=C(COc1ccc([N+](=O)[O-])cc1)NNC(=S)NC(=O)c1ccc(Br)cc1 | 11 | 3 | -8 | -0.1 | 0 | -1 | -1 | 2.8 | 0 | 0
O=C(NCc1ccccc1)C1CCN(C(=O)NCc2ccccc2)CC1 | 28 | -2 | -13 | i | 3 | 0 | 2 | 1.3 | 3 | -9
O=C(CC1CCCCC1)Nc1c2c(nn1-c1ccc(F)cc1)CS(=O)(=O)C2 | 17 | -2 | -2 | -2.9 | -8 | -7 | 2 | . | 3 | -25
CN(C(=O)COn1nnc2ccc(Cl)cc21)C1CCS(=O)(=O)C1 (stereo not given) | . | 0 | 3 | -0.3 | 3 | -2 | . | 0.5 | -15 | -5
Cn1c(SCCC#N)nnc1-c1ccccc1F | 24 | 3 | 4 | -0.3 | -1 | 11 | 2 | 0.2 | 2 | -8
Nc1nnc(SCC(=O)NNC(=O)c2ccc(Cl)cc2)s1 | . | 6 | -1 | 0.1 | -1 | 7 | . | 0.3 | 4 | 0
O=C(NCc1nnc(SCC(=O)N2CCOCC2)o1)c1ccccc1 | . | 5 | 56* | i | -1 | 0 | . | 1.4 | . | 7
CCc1ccc(C(=O)/C=C2\Sc3ccccc3NC2=O)cc1 | 8 | 5 | -10 | -0.2 | -6 | -2 | -3 | . | -8 | -8
C=CCn1c(SCc2n[nH]c(=S)n2-c2ccccc2)nnc1-c1ccccc1 | 12 | 10 | -7 | -0.3 | -12 | -2 | -2 | 6.5 | -4 | 5
NC(=S)Nc1nc2ccccc2[nH]c1=O | 13 | . | . | . | . | -20 | -3 | 0.4 | 5 | 5
CCOC(=O)N1CCN(C(=O)CCN2C(=O)/C(=C\c3cccc(OC)c3)SC2=S)CC1 | 13 | 1 | 14 | -0.2 | 7 | 2 | -7 | 0.2 | 5 | -13
COc1ccc(/C=N/NC(=O)c2[nH]c3ccc(Br)cc3c2-c2ccccc2)c(C(=O)O)c1OC | 5 | 4 | i | -0.6 | 8 | 7 | 1 | -1.5 | -15 | 4

Whole records as entered above. Order of screens: VHR inh abs | MazEF act | PriA SSB inh | Vc quorum ag | Y pestis TopoI | PrPC TRFRET | SARS 3CLpro inh | TcdB GH inh | Rv3671c inh | CCHF vOTU inh
`CCN(CC)S(=O)(=O)c1cccc(S(=O)(=O)c2cccc(S(=O)(=O)N(CC)CC)c2)c1` reads 10 | -1 | -22 | i | -2 | 9 | 0 | . | -7 | 2
`CCc1ccc(C(=O)/C=C2\Sc3ccccc3NC2=O)cc1` reads 8 | 5 | -10 | -0.2 | -6 | -2 | -3 | . | -8 | -8
`Cn1c(SCCC#N)nnc1-c1ccccc1F` reads 24 | 3 | 4 | -0.3 | -1 | 11 | 2 | 0.2 | 2 | -8
`O=C(COC(=O)c1cc(=O)[nH]c2ccccc12)Nc1cccc(S(=O)(=O)N2CCOCC2)c1` reads 15 | 10 | -12 | -0.4 | 6 | -7 | -8 | 0.6 | -2 | -9
`CCC(=O)N1CCc2cc(S(=O)(=O)CCC(=O)NCCc3ccc(OC)c(OC)c3)ccc21` reads -8 | 9 | -3 | -0.4 | 3 | -1 | 3 | . | 0 | 4

(further entries)
SMILES | VHR inh abs | MazEF act | PriA SSB inh | Vc quorum ag | Y pestis TopoI | PrPC TRFRET | SARS 3CLpro inh | TcdB GH inh | Rv3671c inh | CCHF vOTU inh
Cc1cc(C)c(C(=O)c2ccc(C(=O)NC(C)(C)C)cc2)c(C)c1 | 9 | 1 | -12 | -0.4 | 3 | 5 | 7 | . | -4 | -12
COc1ccc(CCNC(=O)N[C@@H](Cc2ccccc2)C(=O)O)cc1 | -22 | 13 | 3 | i | 0 | 10 | 3 | -1.2 | -10 | -9
CCn1c(SCc2ccc(C#N)cc2)nnc1-c1cccc(Cl)c1 | 13 | 2 | 7 | -1.5 | 5 | -1 | 5 | 1.1 | -1 | -6
COc1ccc(CCC(=O)NCCCNC(=O)CCc2ccc(OC)cc2)cc1 | -5 | 9 | -1 | -2.2 | 3 | -2 | 1 | . | 6 | 2
O=C1CC(c2ccccc2)CC(=O)C1Sc1ccc(Cl)cc1 (stereo not given) | -11 | -7 | -4 | -0.4 | -1 | -3 | -6 | . | 6 | 6
Cc1ccc(S(=O)(=O)Oc2ccc(/C=C3\C(=N)N4N=C(S(C)(=O)=O)SC4=NC3=O)cc2)cc1 | 4 | 9 | -4 | i | 9 | 0 | 3 | 1.2 | -7 | 21
O=C(CNC(=O)c1ccc(Br)cc1)Nc1ccc2c(c1)CCC2 | . | -1 | -1 | -1.4 | 6 | -1 | . | -3.7 | -11 | -7
O=C(N/N=C\c1c[nH]c2ccccc12)c1ccc(O)cc1 | 20 | 8 | . | -0.3 | -10 | -6 | -4 | 0.7 | . | 32*
CN(C)c1ccnc2sc3c(=O)n(-c4ccccc4)cnc3c12 | -18 | -5 | -7 | -0.3 | 6 | -3 | 2 | . | 4 | 4
Cc1cc(C)c2c3c(sc2n1)C(=O)N(c1ccccc1)CC(=O)N3 | -7 | 1 | -19 | -0.5 | -3 | 0 | -7 | 0.8 | 9 | -1
Cc1ccc(C(C)C)c(OCCCn2ccnc2C)c1 | 6 | -2 | 2 | -1.0 | 17 | 5 | -3 | 1.7 | 4 | -1
CC(OC(=O)c1ccc(F)cc1)C(=O)Nc1nc(-c2cccc([N+](=O)[O-])c2)cs1 (stereo not given) | 38 | 29 | 10 | i | -12 | -1 | 2 | -0.3 | -16 | 4
CCCn1nnc(NC(=O)COc2ccccc2Cl)n1 | -2 | 3 | -13 | -0.5 | 7 | 3 | 0 | -0.3 | 8 | 6
CC(C)(C)c1ccc(-n2ncc3c2CCCC3NC(=O)CN2CCCC2=O)cc1 (stereo not given) | 19 | 3 | -3 | i | 24 | 5 | -1 | -0.2 | 1 | 6
O=C1NC(c2ccc(Br)cc2)=N/C1=C/c1ccco1 | 7 | 10 | 0 | i | -5 | 4 | 5 | . | -7 | -1
O=[N+]([O-])c1cccc(NC(=S)N2CCN(c3ccccn3)CC2)c1 | 23 | -3 | 11 | -2.5 | -5 | -4 | -1 | 0.3 | . | -2
COC(=O)Cn1c(-c2ccc(OC)cc2)c(-c2ccc(OC)cc2)nnc1=O | 22 | 9 | -3 | i | -2 | -52 | -4 | -0.4 | 6 | 21
O=C(NCc1cccnc1)C(=O)NCC1OCCN1S(=O)(=O)c1cc(F)ccc1F (stereo not given) | 13 | -2 | 2 | i | -3 | 7 | -4 | 0.5 | -6 | 2
CCCS(=O)(=O)N1CCN(C(=O)c2cccc(OC)c2)CC1 | 17 | 7 | -15 | -3.4 | -3 | -7 | -5 | . | 4 | 3
CN(c1ccccc1)S(=O)(=O)c1ccccc1Br | . | 6 | -23 | 4.5 | 11 | -9 | . | 1.3 | -3 | 0
Cc1ccc(NC(=O)CCN2CCc3ccccc3C2)cc1 | 6 | 0 | -11 | -0.4 | 7 | 6 | 0 | . | 2 | -5
CC12CCCc3c(O)cc(=O)n(c31)-c1ccccc12 (stereo not given) | -8 | -4 | -14 | i | 4 | 2 | 4 | . | 4 | -12
COc1ccc(CC(N)c2csc(Nc3ccccn3)n2)cc1 (stereo not given) | . | . | . | i | -1 | 23 | . | -1.5 | . | 17
CCN(CC)CCNC(=O)c1cccc(NC(=O)C(=O)c2cc(Br)ccc2NC(C)=O)c1 | 24 | 6 | 16 | -0.3 | -7 | -5 | 7 | 1.1 | 6 | 4
C=CCc1c(C)nc(-c2ccccc2)nc1Nc1ccc(O)cc1 | -2 | 3 | 19 | i | -19 | -1 | 4 | . | -3 | 12
SMILES | VHR inh abs | MazEF act | PriA SSB inh | Vc quorum ag | Y pestis TopoI | PrPC TRFRET | SARS 3CLpro inh | TcdB GH inh | Rv3671c inh | CCHF vOTU inh
COc1ccc(CCn2c(N)c(C#N)c3nc4ccccc4nc32)cc1OC | -2 | 1 | -2 | 3.4 | 9 | -8 | -1 | . | -66 | 9
CN1CCN(S(=O)(=O)c2cccc(C(=O)Nc3sc4c(c3C(N)=O)CCCC4)c2)CC1 | 17 | 0 | -5 | -1.7 | -5 | -7 | 3 | . | 18 | -2
O=C(c1ccc(Br)cc1)N1CCCC(c2nc(-c3cccs3)no2)C1 (stereo not given) | 1 | 3 | -13 | i | 18 | 3 | 2 | 3.7 | 5 | 3
O=C1OC(c2ccc(Cl)cc2)=C/C1=C/c1cccnc1 | 17 | -3 | -19 | i | -1 | -2 | 1 | 0.8 | -16 | 1
COc1ccc2c(c1)n([O-])c1c([n+]2=O)CCC1 | 19 | 2 | -6 | . | . | . | -2 | . | -4 | .
CC(C)c1ccc(NC(=O)c2cccc(NC3=NC4CS(=O)(=O)CC4S3)c2)cc1 (stereo not given) | 25 | 4 | -5 | i | 14 | -1 | 0 | -3.7 | -5 | 17
